High-throughput results as filed in PubChem.
PAD4 inh = human PAD4 inhibitors, primary screen, biochemical, fluorescence polarization, 1536-well format. actives 0.41% (n = 330,000). recombinant PAD4, RCA probe fluorescence polarization. Protein-arginine deiminase type-4 (Homo sapiens), Q9UM07. inhibition, % at 6.36 µM;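 active = percent inhibition above a cutoff equal to the mean of all tested compounds plus 3 SD, cut at about 15% in these data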;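 note: 0% = PAD4 with RCA probe and DMSO and 100% = probe without PAD4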
GSTO1 inh = inhibitors of recombinant GSTO1, primary screen, counter-screen for RBBP9 inhibitor project, biochemical, fluorescence polarization | inhibition, % at 5.96 µM | AID 1974, 2009 | Glutathione S-transferase omega-1 (Homo sapiens), P78417 | actives 1.1% (n = 300,000) | activity-based probe fluorescence polarization;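 active = inhibition above the campaign mean inhibition plus 3 SD, cut at about 35% in these data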;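 note: 0% = GSTO1-1 with DMSO and 100% = wells lacking GSTO1-1 enzyme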
LYPLA2 counter = LYPLA2 inhibitors, primary screen, counter-screen for PME1 inhibitor project, biochemical, fluorescence polarization, FP-Rh probe ABPP; actives 0.38% (n = 320,000); recombinant LYPLA2; inhibition, % at 5.9 µM;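 active = inhibition above the screen-wide mean plus 3 SD, limit set per campaign, cut at about 26% in these data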;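 note: 0% = LYPLA2 with DMSO and 100% = wells lacking LYPLA2 enzyme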
Target sequence (O95372 whole entry, looked up): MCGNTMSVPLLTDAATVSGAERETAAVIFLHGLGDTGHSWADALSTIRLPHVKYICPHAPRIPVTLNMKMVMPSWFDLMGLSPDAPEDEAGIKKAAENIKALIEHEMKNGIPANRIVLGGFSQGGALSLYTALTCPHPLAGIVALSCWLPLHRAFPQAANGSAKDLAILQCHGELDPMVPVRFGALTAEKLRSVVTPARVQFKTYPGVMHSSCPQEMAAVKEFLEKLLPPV
PME-1 inh = PME-1 inhibitors via competitive probe labeling, primary screen, biochemical, fluorescence polarization, FP-Rh probe, HTS. recombinant PME-1. inhibition, % at 5.9 µM. actives 0.53% (n = 320,000). AID 2130, 2009;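 active = inhibition above the campaign mean of all compounds plus 3 SD, cut at about 26% in these data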;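 note: competitive labeling of PME-1 active site by serine hydrolase directed probe; 0% = PME-1 with DMSO and 100% = wells lacking PME-1 enzyme; inhibitors block probe labeling so polarization falls and inhibition rises; many of its hits are not listed in these tables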
Target sequence (Q9Y570 whole entry, looked up): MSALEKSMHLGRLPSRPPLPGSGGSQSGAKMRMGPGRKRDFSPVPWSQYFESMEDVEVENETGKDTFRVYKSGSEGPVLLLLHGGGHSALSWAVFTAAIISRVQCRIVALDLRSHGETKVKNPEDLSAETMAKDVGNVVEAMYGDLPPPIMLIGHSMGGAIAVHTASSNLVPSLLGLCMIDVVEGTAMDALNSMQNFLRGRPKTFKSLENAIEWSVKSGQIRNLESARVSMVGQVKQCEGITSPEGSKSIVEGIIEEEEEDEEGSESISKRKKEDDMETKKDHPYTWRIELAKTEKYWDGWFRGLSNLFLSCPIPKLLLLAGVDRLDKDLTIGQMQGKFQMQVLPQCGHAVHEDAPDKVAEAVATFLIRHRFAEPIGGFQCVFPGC
PAFAH1B3 inh = PAFAH1B3 enzyme inhibitors, primary screen, biochemical, fluorescence polarization, human | Platelet-activating factor acetylhydrolase IB subunit alpha1 (Homo sapiens), Q15102 | recombinant PAFAH1B3, FP-rhodamine probe | inhibition, % at 3.39 µM | actives 0.28% (n = 340,000) | AID 492972, 2010;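 active = inhibition above the screen-wide average of all tested compounds plus 3 SD, cut at about 25% in these data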;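 note: 0% = enzyme with DMSO only and 100% = wells lacking PAFAH1B3 protein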
LYPLA1 counter = LYPLA1 inhibitors, primary screen, counter-screen for PME1 inhibitor project, biochemical, fluorescence polarization, FP-Rh probe ABPP | Acyl-protein thioesterase 1 (Homo sapiens), O75608 | recombinant LYPLA1 | inhibition, % at 5.9 µM | actives 0.16% (n = 320,000);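 active = inhibition above the mean of all tested compounds plus 3 SD, set per campaign, cut at about 14% in these data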;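 note: inhibitors block serine hydrolase probe labeling of LYPLA1 so polarization falls; 0% = enzyme with DMSO and 100% = wells lacking LYPLA1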
Target sequence (O75608 whole entry, looked up): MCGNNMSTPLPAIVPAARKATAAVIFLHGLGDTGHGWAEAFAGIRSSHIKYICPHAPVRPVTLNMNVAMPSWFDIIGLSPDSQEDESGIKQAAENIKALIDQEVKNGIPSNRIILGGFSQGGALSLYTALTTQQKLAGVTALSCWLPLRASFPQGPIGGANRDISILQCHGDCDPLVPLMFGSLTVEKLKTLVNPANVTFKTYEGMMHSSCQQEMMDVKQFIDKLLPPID
PAFAH1B2 inh = PAFAH1B2 enzyme inhibitors, primary screen, biochemical, fluorescence polarization, human; Platelet-activating factor acetylhydrolase IB subunit alpha2 (Homo sapiens), P68402; recombinant PAFAH1B2, FP-rhodamine activity probe; inhibition, % at 3.39 µM; actives 1.2% (n = 340,000); AID 492953, 2010;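 active = inhibition above the mean of all tested compounds plus 3 SD, cut at about 24% in these data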;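 note: 0% = enzyme with DMSO and 100% = wells lacking PAFAH1B2; many of its hits are not listed in these tables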
PAFAH2 FP inh = PAFAH2 enzyme inhibitors, primary screen, biochemical, fluorescence polarization, human | recombinant PAFAH2, FP-rhodamine activity probe | inhibition, % at 3.39 µM | Platelet-activating factor acetylhydrolase 2, cytoplasmic (Homo sapiens), Q99487 | actives 0.99% (n = 340,000);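 active = inhibition above the mean over all tested compounds plus 3 SD, cut at about 30% in these data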;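 note: inhibitors block probe labeling of enzyme so polarization drops; 0% = enzyme with DMSO and 100% = wells lacking PAFAH2 protein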
pPAFAH inh = pPAFAH enzyme inhibitors, primary screen, biochemical, fluorescence polarization, human. recombinant pPAFAH, FP-rhodamine probe fluorescence polarization. Platelet-activating factor acetylhydrolase (Homo sapiens), Q13093. AID 463082, 2010. actives 1.5% (n = 330,000). inhibition, % at 3.39 µM;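 active = inhibition above the mean inhibition across the screen plus 3 SD, cut at about 25% in these data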;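 note: inhibitors block binding of the rhodamine activity-based probe so polarization drops; 0% = enzyme with DMSO and 100% = wells lacking pPAFAH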
* hit, by the source's call; . = no result given. An excerpt; count on the stated rates, not on these rows.

Order of results: PAD4 inh, GSTO1 inh, LYPLA2 counter, PME-1 inh, PAFAH1B3 inh, LYPLA1 counter, PAFAH1B2 inh, PAFAH2 FP inh, pPAFAH inh
- Cc1ccc(Cn2c(=N)c(C(=O)NC3CCCCC3)cc3c(=O)n4ccccc4nc32)cc1
 : 1.0, 0.3, 4.1, -2.8, -6.4, -0.9, -2.0, -2.2, 2.0
- Cc1ccc2c(c1)cc(C(=O)N1CCN(c3ccccn3)CC1)n2C
 : 0.8, 6.9, 3.4, -4.6, 13.2, 1.1, 5.5, -1.6, 5.0
- CC(CNC(=O)C1CCCCC1)NC(=O)C1CCCCC1 (stereo not given)
 : -0.1, -0.4, -1.2, -2.3, -5.2, -0.5, -1.2, 2.4, -0.8
- CCCc1c(C(=O)OCC)[nH]c2c1C(=O)CCC2
 : -0.7, 1.2, -3.8, 1.7, 5.0, 3.9, -1.7, 7.2, 1.7
- CN1C(=O)NC(c2ccccc2[N+](=O)[O-])C2=C1CC(C)(C)CC2=O (stereo not given)
 : -14.3, 31.4, -3.1, -4.5, 4.8, -2.5, 5.0, 3.5, -1.3
- CC(=O)N(C)c1ccc(NC(=S)Nc2cccc3ccccc23)cc1
 : -7.8, 2.5, 2.0, 5.8, 5.1, -1.4, 4.3, 1.6, 8.0
- CCOC(=O)C1=C(CSc2nc(-c3ccccc3)ccc2C#N)OC(N)=C(C#N)C1c1ccc(OC)cc1 (stereo not given)
 : -42.5, -22.9, -57.8, -31.6, -2.1, -31.3, -1.4, -13.7, -10.1
- Cc1ccc(C)c(S(=O)(=O)N2CCN(C(=O)CSc3ccccc3F)CC2)c1
 : -28.5, -1.6, -1.0, 2.8, 11.8, -0.8, 8.8, 5.5, 2.2
- CCCCCCN1CC(O)=C(c2nc3ccccc3[nH]2)C1=N
 : 2.4, -0.8, 6.0, -5.7, 1.7, -1.2, 10.6, 11.9, 3.9
- COCCOC(=O)C1=C(C)NC(=O)NC1c1cccs1 (stereo not given)
 : 0.7, 8.7, 2.1, 2.9, 13.1, 0.9, -14.1, -11.9, 6.2
- CC(C)C(c1nnnn1C(C)(C)C)N1CCN(c2cccc(Cl)c2)CC1 (stereo not given)
 : 4.7, 5.6, 0.4, 3.2, 7.2, -2.0, -7.3, 1.5, 0.6
- C/C(=N\NC(=O)CC1(C)OCCO1)c1cccs1
 : -3.2, 0.1, -2.7, -2.5, 5.0, 0.7, 2.7, 0.5, 1.7
- S=C(NCc1ccccc1)NCc1ccccn1
 : 0.5, 4.6, -0.5, 0.1, -0.4, -1.1, -1.9, 3.1, 3.2
- CC(C)C(c1nnnn1Cc1ccccc1)N(CCCO)Cc1cc2cc3c(cc2[nH]c1=O)OCO3 (stereo not given)
 : 0.7, -1.7, -3.1, 12.8, 5.3, -2.2, -0.7, -2.3, 2.8
- c1ccc(-c2csc(N3CCc4ccccc4C3)n2)cc1
 : -3.7, -3.4, 1.6, 2.9, 2.2, -3.0, 3.4, -4.3, 0.1
- Cc1cccnc1Nc1nc(-c2ccc(O)cc2O)cs1
 : -5.0, 16.5, -4.8, 22.9, 8.2, 0.3, 6.6, -1.3, 1.9
- CCC(CC)C(=O)N1CC(=O)Nc2ccc(F)cc2C1c1ccccc1 (stereo not given)
 : 0.7, -1.2, -1.2, -2.9, 8.6, 0.5, 4.7, -2.6, 0.5
- CN(CC(=O)Nc1ccccc1Cl)C1CCS(=O)(=O)C1 (stereo not given)
 : 1.6, ., 10.6, 2.1, 12.0, 0.2, -3.0, 1.9, 0.4
- c1ccc(COc2ccccc2CNC23CC4CC(CC(C4)C2)C3)cc1
 : -11.1, -1.8, -9.8, -14.9, 4.5, -6.8, 1.9, -2.9, -3.9
- C/C(=N/NC(=O)c1cccs1)c1cccs1
 : -2.0, -7.5, -2.2, 2.9, 3.4, -1.9, 4.8, 10.0, 2.2
- COc1ccc(N2CCN(C(=O)CN3C(=O)NC4(CCCCCC4)C3=O)CC2)cc1
 : -0.2, ., 2.7, 2.5, 5.8, -0.8, 6.3, -2.5, -0.1
- COc1ccccc1C(=O)NC(=O)CSc1nnnn1C
 : 2.2, ., ., ., 3.0, ., 7.0, 0.8, -0.1
- COc1cccc(NC(=O)COC(=O)/C=C/c2ccco2)c1
 : 0.6, ., 6.7, 0.8, -5.2, -2.0, -1.0, 71.4*, 7.6
- CSc1ncccc1C(=O)N1CCCC(C(=O)c2cc(F)ccc2F)C1 (stereo not given)
 : -2.6, 8.8, -4.7, 5.5, 1.0, -0.2, 4.3, -1.4, 4.3
- Cc1cccc(-c2ncc(CN3CCN(C4CCCC4)C(CCO)C3)cn2)c1 (stereo not given)
 : 0.6, -3.1, 2.3, -8.2, 3.9, 2.0, 0.1, -1.9, 6.5
- Cc1ccccc1NC1=C/C(=N\S(=O)(=O)c2cccs2)c2ccccc2C1=O
 : 70.0*, 92.4*, 19.5, 29.6*, 64.3*, 4.8, 24.6*, 40.4*, 20.9
- O=C(NCCC(=O)N1CCN(c2ccccc2F)CC1)c1ccco1
 : 0.8, 9.6, 4.7, -6.9, 3.5, 2.2, 0.1, -5.3, -5.6
- CCOC(=O)COc1cccc2c(=O)n(CC(=O)N3CCN(C(=O)OCC)CC3)ccc12
 : -0.5, 1.9, 2.5, 2.0, 9.0, 0.2, 9.4, 3.4, -2.2
- Cc1ccc(CSCCNC(=O)CN(c2cc(C)ccc2C)S(C)(=O)=O)cc1
 : 1.1, 3.4, 5.8, 1.6, -0.5, -2.1, 19.6, -1.2, 5.2
- Cc1c(Cc2ccc3c(c2)OCO3)sc(NC(=O)C2CC2)c1C(N)=O
 : 0.2, 6.6, -6.9, -0.2, 8.2, -1.2, 7.6, 0.9, 5.5
- COc1ccc(Br)cc1CN(C)C(=O)C1=CC=CN2CCS(=O)(=O)N=C12
 : 2.5, ., ., ., 7.3, ., 5.7, 7.4, 0.8
- Cc1oc(C(C)(C)C)cc1C(=O)NC(Cc1ccccc1)C(=O)O (stereo not given)
 : -1.8, 1.9, -0.8, 1.2, 4.8, -1.0, 4.6, 0.1, 5.1
- O=C(/C=C/c1ccccc1)NC(=S)Nc1ccccc1C(=O)NC1CCCCC1
 : 2.6, -0.5, -2.8, 0.0, -5.3, -1.9, -3.4, 3.5, -2.3
- CCn1nc(C)cc1C(=O)NC1CC(C)(C)Cc2c1cnn2-c1cccc(F)c1 (stereo not given)
 : 5.7, 4.7, -3.5, -1.7, 6.8, 0.5, -4.5, 3.6, 1.8
- COc1ccc2cc3cc(C(=O)NCC4COc5ccccc5O4)oc3nc2c1 (stereo not given)
 : -0.3, -0.6, -0.2, -0.7, 9.1, 1.2, 2.9, 10.9, 2.5
- O=S(=O)(c1ccccc1)c1cnn(-c2ccccc2)c1-c1ccc(Cl)cc1
 : 4.2, -2.1, -1.3, 16.4, 4.6, 0.0, 16.9, -5.3, 2.8
- Cc1ccc(NC(=O)Cc2nnc(SCC(=O)Nc3ccc(N4CCOCC4)cc3)n2C)cc1
 : 4.7, 6.8, 2.8, 0.2, 3.6, 1.6, 1.6, 6.3, 7.1
- Fc1ccc(CNc2ncnc3c2cnn3-c2ccccc2)cc1
 : -1.8, -3.1, 3.8, 0.0, -2.0, -2.5, -0.2, -10.3, -1.5
- O=C(c1cc(-c2ccc(Cl)cc2Cl)on1)N1CCCCCC1
 : -0.5, -1.0, 6.8, 6.9, 7.0, -3.6, 5.2, 7.0, 4.2
- CCOc1ccc(-n2cc(C(=O)Nc3cccc(OC)c3)c3cc(OC)c(OC)cc3c2=O)cc1
 : 8.7, -6.0, -14.1, -7.5, -8.6, -7.6, -6.1, -7.5, -2.3
- COCC(C)n1c(SCC(=O)Nc2c(C)n(C)n(-c3ccccc3)c2=O)nc2ccccc2c1=O (stereo not given)
 : -0.9, ., ., ., -0.2, ., -0.5, -0.5, 1.6
- O=C(Oc1nsnc1N1CCCCC1)N1CCOCC1
 : -3.3, 1.1, 2.5, -2.2, 6.6, 1.2, 5.2, 27.6, 79.3*
- COc1ccc(CCNC(=O)c2cc(S(=O)(=O)N3CCC4(CC3)OCCO4)ccc2F)cc1OC
 : -2.2, 2.0, 11.3, 6.5, 4.1, 1.9, 3.9, 3.3, -2.8
- CC1=C(C)/C(=N\OS(=O)(=O)c2ccc(C)cc2)C=CC1=O
 : -1.0, 44.5*, 2.1, 4.8, 2.4, -1.2, 6.8, 2.8, -3.4
- COC1CCN(C(=O)CC2C(=O)NCCN2CC(C)(C)C)CC1 (stereo not given)
 : -8.9, 3.3, -2.8, -1.9, 5.4, -2.8, 3.0, 4.3, -4.1
- O=C(O)c1ccccc1CSc1nc2ccccc2n1Cc1ccccc1C(=O)O
 : -2.2, 5.3, -0.6, 0.5, 2.3, -3.5, 3.0, 11.5, -2.4
- CC(=O)NN1C(=O)/C(=C/c2ccc(C(C)C)cc2)SC1=S
 : 0.6, 10.6, 1.1, 0.5, 6.7, -2.2, 41.8*, -2.6, 12.5
- CCC(=O)N(CCC(c1ccco1)c1ccccc1OC)Cc1cccs1 (stereo not given)
 : -1.0, 0.9, 4.1, -2.6, -3.0, 0.7, 0.6, 3.3, 14.0
- CCOC(=O)Cc1csc(NC(=O)C(CC(C)C)NC(=O)C2CCCCC2)n1 (stereo not given)
 : 0.5, 1.9, 4.3, -6.5, -3.9, 4.9, -0.4, -5.6, 4.5
- O=C(OCC(=O)N1CCc2ccccc21)c1c2c(nc3ccccc13)CCCC2
 : 3.7, -2.4, 6.5, 2.4, 2.6, -7.2, 1.4, -10.3, -5.7

Complete entries, quoted from the list. Values in the order: PAD4 inh, GSTO1 inh, LYPLA2 counter, PME-1 inh, PAFAH1B3 inh, LYPLA1 counter, PAFAH1B2 inh, PAFAH2 FP inh, pPAFAH inh
Record of `COCC(C)n1c(SCC(=O)Nc2c(C)n(C)n(-c3ccccc3)c2=O)nc2ccccc2c1=O` (stereo not given) : -0.9, ., ., ., -0.2, ., -0.5, -0.5, 1.6
Record of `COC1CCN(C(=O)CC2C(=O)NCCN2CC(C)(C)C)CC1` (stereo not given) : -8.9, 3.3, -2.8, -1.9, 5.4, -2.8, 3.0, 4.3, -4.1
